High-throughput results deposited in PubChem by several laboratories.
MOR-DOR inv ag: inverse agonist of human OPRM1-OPRD1 heterodimerization; P35372+P41143; cell-based MOR-DOR heterodimer luminescence, inverse agonism; inhibition, % at 9.3 µM; hit rate 0.21% among 340,000; in the data active = inhibition above about 22%, passing the limit was not always enough;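 also: 0% = cells with DMSO and 100% = wells without cells with DMSO; values of inactives mirror those of a sister screen read the other way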
Target sequence (P35372 whole entry, looked up): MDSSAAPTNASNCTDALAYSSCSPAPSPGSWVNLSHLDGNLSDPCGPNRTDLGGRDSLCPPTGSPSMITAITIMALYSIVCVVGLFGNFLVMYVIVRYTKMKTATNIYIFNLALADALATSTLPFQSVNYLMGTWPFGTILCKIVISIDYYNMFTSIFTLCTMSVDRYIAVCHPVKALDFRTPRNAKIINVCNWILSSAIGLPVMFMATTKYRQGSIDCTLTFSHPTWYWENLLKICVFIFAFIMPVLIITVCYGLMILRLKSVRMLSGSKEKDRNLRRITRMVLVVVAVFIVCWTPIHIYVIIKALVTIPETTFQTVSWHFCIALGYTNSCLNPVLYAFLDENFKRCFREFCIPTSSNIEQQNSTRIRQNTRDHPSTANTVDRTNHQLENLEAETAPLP
Target sequence (P41143 whole entry, looked up): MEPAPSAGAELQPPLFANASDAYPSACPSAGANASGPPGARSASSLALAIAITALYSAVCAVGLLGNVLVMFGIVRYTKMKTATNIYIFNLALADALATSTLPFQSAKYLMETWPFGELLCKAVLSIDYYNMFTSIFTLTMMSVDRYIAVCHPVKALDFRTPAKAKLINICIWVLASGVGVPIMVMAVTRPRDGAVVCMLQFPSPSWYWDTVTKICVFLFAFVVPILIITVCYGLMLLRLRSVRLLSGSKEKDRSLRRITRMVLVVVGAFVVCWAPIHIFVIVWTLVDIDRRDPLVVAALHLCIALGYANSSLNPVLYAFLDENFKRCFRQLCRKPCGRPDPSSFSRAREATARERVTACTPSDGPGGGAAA
Keap1 Nrf2 FP: inhibitors of human Keap1-Nrf2 protein-protein interaction | inhibition, % at 9.4 µM | hit rate 0.15% among 340,000 | Q14145 | AID 504523 | Keap1 Kelch-Nrf2 peptide fluorescence polarization, 1536-well; in the data active = inhibition above about 12%;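 also: human Keap1 Kelch domain with fluorescein labeled Nrf2 9mer peptide probe; 0% = neutral control wells and 100% = peptide positive control; higher means more block of Keap1 binding to Nrf2 peptide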
MOR-DOR ag: OPRM1-OPRD1 heterodimerization agonism; AID 504326; P35372+P41143; hit rate 0.3% among 340,000; activation, % at 9.3 µM; cells, luminescence; in the data active = activation above about 18%;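 also: 0% = vehicle-treated cells and 100% = reference agonist; values of inactives mirror those of a sister screen read the other way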
HTR5A inv ag: inverse agonist of human HTR5A in OPRM1-OPRD1 counter-screen. HTR5A cell line, luminescence, inverse agonism. hit rate 0.083% among 340,000. P47898. inhibition, % at 9.3 µM. AID 504634; in the data active = inhibition mostly above about 23%, no sharp cut-off; inactive = mostly below about 18%;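 also: 0% = cells with DMSO and 100% = no-cell wells with DMSO; some compounds called inactive have numbers as strong as hits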
V-ATPase pH: regulators of yeast V-ATPase proton transport | S. cerevisiae, pHLuorin cytosolic pH fluorescence | response, % at 10 µM | hit rate 0.37% among 350,000 | AID 504577; in the data active = response mostly above about 7.3%, no sharp cut-off; inactive = mostly below about 5.4%; also: actives read high; inactives centre near 0; some compounds called inactive have numbers as strong as hits; reference of the scale not given here
HTR5A ag: HTR5A agonism, opioid heterodimer counter-screen; P47898; HTR5A agonist assay, luminescence, cell-based; activation, % at 9.3 µM; hit rate 0.61% among 340,000; AID 504692; in the data active = activation mostly above about 9.5%, no sharp cut-off; inactive = mostly below about 7.6%;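 also: 0% = cells with vehicle only and 100% = reference agonist; strong numbers were not always called active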
CAL PDZ FP: inhibitors of human CAL PDZ peptide binding; Q9HD26; purified CAL PDZ, TMR-peptide fluorescence polarization, 1 h; inhibition, % at 24.9 µM; hit rate 0.92% among 300,000;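 active = mean inhibition of at least 30% with at least half of replicates also reaching 30%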;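 also: 0% = DMSO neutral control and 100% = excess unlabeled competitor peptide PRC23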
C-LANA FP: KSHV C-LANA DNA binding inhibition. MBP-C-LANA/FAM-LBS DNA binding, fluorescence polarization. inhibition, % at 9 µM. hit rate 0.078% among 340,000. AID 504423;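 active = highest replicate inhibition at or above 60% at 9 µM, even if other replicates fall short; inactive = all replicates below 60% inhibition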;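 also: 0% = neutral control wells and 100% = 4 µM acridine orange control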
RTF Ca sens inh: cardiac RTF calcium desensitization. P19429+P45379. IANBD-labeled cardiac RTF, Ca2+ fluorescence. inhibition, % at 7.15 µM. hit rate 0.12% among 340,000. AID 493244;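 active = inhibition above the mean inhibition of all tested compounds plus 3 SD, cut at about 17% in these data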;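 also: assay run at fixed EC70 calcium of 1.6 mM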
cardiac RTF act: increases calcium sensitivity of human cardiac regulated thin filaments; P19429+P45379; IANBD-labeled TnC RTF fluorescence at EC20 calcium; 0% EC20 calcium, 100% full calcium; activation, % at 7.2 µM; hit rate 0.24% among 340,000;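 active = activation above the mean over all tested compounds plus 3 SD, cut at about 30% in these data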;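 also: rise in fluorescence read as greater calcium sensitivity of cardiac thin filaments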
An asterisk follows results filed as active; · = no result given.

SMILES	MOR-DOR inv ag	Keap1 Nrf2 FP	MOR-DOR ag	HTR5A inv ag	V-ATPase pH	HTR5A ag	CAL PDZ FP	C-LANA FP	RTF Ca sens inh	cardiac RTF act
CC(C)NC(=O)COC(=O)C1CSC2(c3ccc(Br)cc3)CCC(=O)N12 (configuration not stated)	5	3	-0.9	-9	-2	0	·	0.1	-2	4
CCC(C)NC(=O)CSc1nnc(-c2cc(-c3ccc(C)cc3)nc3ccccc23)n1N (configuration not stated)	9	0	-1.9	-2	3	1	10	-1.3	-6	-1
CC(=O)N1CCCc2ccc(NS(=O)(=O)c3ccc(C)cc3)cc21	-5	3	0.8	-30	3	10	18	-0.8	-10	0
CC(=O)c1cn(CC(=O)Nc2ccccc2)c2ccccc12	10	1	-2.0	-12	2	5	·	0.5	-1	-2
CC12CCC(C(=O)CC1=O)C2(C)C (configuration not stated)	-10	-2	2.4	-20	4	5	-5	0.5	-4	2
CCN(CC)C(=S)Nc1ccc2nc3n(c(=O)c2c1)CCCCC3	-1	-4	0.2	-20	1	-1	-6	-0.8	-1	-2
CCOc1cc(C(=O)NCC(C)CN(C)C)cc(OCC)c1OCC (configuration not stated)	-1	3	0.1	0	1	-2	-3	0.4	-4	-5
COc1ccc(C(CC(=O)Nc2nccs2)n2cccc2)cc1 (configuration not stated)	-20	3	3.4	-14	-2	-6	1	-1.7	-4	2
O=C(c1ccc(CS(=O)Cc2ccccc2Cl)o1)N1CCN(c2ccccn2)CC1 (configuration not stated)	1	-5	-0.2	-23	-1	2	-1	2.9	-3	-2
Cn1c(=O)[nH]c(=O)c2c1nc(SCCN1CCOCC1)n2Cc1ccccc1	23	-5	-4.6	0	5	-4	-7	-0.9	-23	-5
COC(=O)c1ccc(C(=O)Nc2nc3cc(N)c(C)cc3s2)cc1	5	3	-1.1	9	-1	-3	-55	0.4	-11	4
CCCCc1ccc(N=N/C(C(=O)Nc2cc(OC)c(NC(C)=O)cc2OC)=C(/C)O)cc1	3	4	-0.5	-2	0	0	-18	-0.9	-3	5
CCOc1cccc(-c2nn3c(-c4ccco4)nnc3s2)c1	9	8	-2.0	16	-2	-7	3	2.1	-3	0
CC1(C)CC(=O)N(CC(=O)N2CCN(c3ncccn3)CC2)c2ccccc2S1(=O)=O	13	-5	-2.7	10	1	-4	0	-1.4	2	10
Cc1cc2c(cc1C)-c1nnnn1C(C)(C)C2	14	1	-2.6	-23	-1	7	-1	0.2	-8	3
CCS(=O)(=O)c1ccc2c(c1)N(S(C)(=O)=O)CC(C(=O)NN)O2 (configuration not stated)	3	-4	-0.5	6	-1	-2	-5	-1.2	-11	5
Cc1ccc(NC(=O)COC(=O)Cc2csc(-c3cccc(F)c3)n2)cc1C	-24	-3	4.5	20	-1	2	-1	-0.7	4	-9
COc1cccc(C(=O)COc2ccc(NC(=O)c3cccs3)cc2)c1	12	0	-1.8	-2	3	3	-2	0.3	0	2
O=C(CCCn1nnnc1CN1CCOCC1)N1CCC(c2ccccc2F)C1 (configuration not stated)	-2	-3	0.5	3	-5	-1	-3	1.0	-7	-6
O=C(COC(=O)CSc1ccc([N+](=O)[O-])cc1)NCC1CCCO1 (configuration not stated)	1	-3	-0.2	2	1	-1	0	-2.7	-2	-2
O=C(OCC(=O)N(C1CCCCC1)C1CCCCC1)c1ccccc1O	-20	6	3.4	-4	-1	1	2	-2.3	0	3
COc1cc(OC)c(C2C(C#N)=C(C)NC(C)=C2C#N)c(C(=O)O)c1	8	1	-1.5	9	0	0	·	-1.0	1	-4
CCn1cc(C2=NC(CCSC)CO2)c2ccccc21 (configuration not stated)	13	2	-2.8	-1	-2	-2	-1	0.4	-15	2
CCN(CC)CCNS(=O)(=O)c1ccc(/C=C/C(=O)O)cc1	3	-3	-0.6	13	0	6	·	-0.6	0	5
COc1ccccc1-c1nc(C#N)c(N2CCN(Cc3ccccc3)CC2)o1	14	-6	-2.5	0	2	0	-3	0.0	-20	-2

Continued; it opens with the four that closed the last part.
SMILES	MOR-DOR inv ag	Keap1 Nrf2 FP	MOR-DOR ag	HTR5A inv ag	V-ATPase pH	HTR5A ag	CAL PDZ FP	C-LANA FP	RTF Ca sens inh	cardiac RTF act
COc1cc(OC)c(C2C(C#N)=C(C)NC(C)=C2C#N)c(C(=O)O)c1	8	1	-1.5	9	0	0	·	-1.0	1	-4
CCn1cc(C2=NC(CCSC)CO2)c2ccccc21 (configuration not stated)	13	2	-2.8	-1	-2	-2	-1	0.4	-15	2
CCN(CC)CCNS(=O)(=O)c1ccc(/C=C/C(=O)O)cc1	3	-3	-0.6	13	0	6	·	-0.6	0	5
COc1ccccc1-c1nc(C#N)c(N2CCN(Cc3ccccc3)CC2)o1	14	-6	-2.5	0	2	0	-3	0.0	-20	-2
O=C(NCCc1ccccn1)c1c(-c2ccccc2)sc2ccccc12	23	0	-5.0	21	-3	-3	2	1.6	-18	-1
Cc1c2ccncc2cc2c1[nH]c1ccccc12	-7	-8	1.3	-10	-2	3	·	4.4	7	-2
COC(=O)c1cc(COC(=O)c2ccc3ccccc3n2)oc1C	1	-7	-0.1	-15	1	6	-4	-0.2	-14	9
CS(=O)(=O)N(CC(=O)NCc1ccco1)c1ccc(Cl)c(C(F)(F)F)c1	-1	5	0.2	-3	0	2	-3	3.2	-4	6
COC(=O)c1ccc(C(=O)OC)c(NC(=O)/C=C/C(=O)O)c1	3	-1	-0.6	8	0	1	2	-0.8	-3	-2
CCCCOc1ccc(C(C)NC(=O)CCS(=O)(=O)Cc2ccccc2F)cc1 (configuration not stated)	-9	-2	1.7	-17	1	2	1	-0.3	-9	5
CCCS(=O)(=O)N1CCN(Cc2ccccc2OCC)CC1	11	-2	-1.9	-7	-4	3	0	0.8	7	-4
O=C(Nc1cccc(F)c1)c1ccc(CSc2ccccc2)o1	8	1	-1.6	4	-4	-1	0	-2.2	-17	3
Cc1ccc(C)c(N2CCN(C(=O)CCc3nc(-c4cccc(C(F)(F)F)c4)no3)CC2)c1	12	-1	-2.3	-1	0	0	-5	-1.3	-2	-2
O=C(CN1CCOCC1)Nc1cccc(Br)c1	11	1	-2.2	-31	0	2	·	-0.1	2	-3
COc1cccc2sc(Nc3nc(-c4cc5ccccc5oc4=O)cs3)nc12	8	-9	-1.4	9	2	-3	-7	0.0	-4	11
CCN(CC)c1ccc(C(=O)NNC(=O)c2cccn2C)cc1	9	-4	-1.4	-16	0	5	-1	2.9	-2	-1
CC(Oc1ccccc1)C(=O)Nc1oc(-c2ccco2)c(-c2ccco2)c1C#N (configuration not stated)	-10	-2	1.4	-23	-1	8	-2	-0.2	-7	5
Cc1cccc(C)c1NC(=O)CSc1nnc(C)n1-c1ccccc1	10	-2	-1.9	-31	1	6	2	0.0	-9	-1
CC(C)CN1CCN(Cc2cc(F)ccc2-n2cccn2)CC1CCO (configuration not stated)	-8	-5	1.2	-10	1	-2	7	-1.7	10	6
CC1CC(=O)Nc2ccccc2N1C(=O)Cn1cnc2ccc(Br)cc2c1=O (configuration not stated)	4	-2	-0.8	5	-4	-2	·	1.0	-4	-3
Cc1ccc([N+](=O)[O-])cc1N=Cc1ccc(Br)s1	14	1	-2.5	-6	0	2	-4	0.9	-5	7
CCOC(=O)c1c(C)[nH]c(C(=O)C(C)Sc2ccc(Cl)cc2)c1C (configuration not stated)	-37	-5	6.5	7	-1	-3	-4	-0.2	-9	-3
O=C(Nc1ccc(N2CCN(c3ccc(C(F)(F)F)cn3)CC2)nc1)c1cccs1	15	-2	-2.8	-5	1	5	-2	-0.2	1	-3
O=C(COC(=O)Cc1ccsc1)Nc1ccc(Cl)cn1	3	-7	-0.6	-1	-2	0	-5	3.2	-10	1
Clc1ccc(CSCCc2ccncc2)cc1	-4	-2	0.7	-17	0	7	-5	-0.8	-1	-1
Cc1ccccc1CN1C(=O)CS/C1=N/N=C/c1ccco1	5	-7	-1.1	-4	2	4	·	-0.2	-4	6
Cn1c(=O)oc2cc(S(=O)(=O)N3CCC4(CC3)OCCO4)ccc21	9	3	-1.8	13	-3	-5	0	0.5	-2	0
Cn1cc(C[C@H](NC(=O)OC(C)(C)C)C(=O)N[C@H](CO)Cc2ccccc2)c2ccccc21	21	0	-4.7	-10	4	-2	0	-0.1	2	-3
COC1=C(N2CCOCC2)C(=O)c2ccccc2C1=O	-5	-5	1.0	-4	2	1	-2	3.8	-10	-1

(cont.)
SMILES	MOR-DOR inv ag	Keap1 Nrf2 FP	MOR-DOR ag	HTR5A inv ag	V-ATPase pH	HTR5A ag	CAL PDZ FP	C-LANA FP	RTF Ca sens inh	cardiac RTF act
CCOC(=O)c1cc(C(=O)OCC)cc(-n2cc(O)c(C(=O)OCC)n2)c1	-48	-2	8.6	6	-2	0	-1	-1.0	-10	8
CC(C)(/C=N/O)/[N+]([O-])=C/c1ccccc1C(F)(F)F	11	1	-2.2	-9	2	4	-1	0.4	4	0
COc1ccc(OC)c(Cc2nnc(CCC(=O)NC3CCCCCCC3)o2)c1	2	-5	-0.4	-17	-2	5	·	0.0	-12	0
CCC(Cc1ccccc1)NS(=O)(=O)c1ccc2c(c1)NC(=O)CO2 (configuration not stated)	0	-1	0.1	13	-2	2	3	-0.4	14	2
O=C(c1cc(S(=O)(=O)N2CCOCC2)c(Cl)cc1Cl)N1CCCC1	11	-3	-1.8	-14	-7	-1	-4	0.2	-9	-4
CCN1C(=O)c2ccccc2Sc2ccc(C(=O)NC(C)C)cc21	19	1	-4.2	-9	-5	2	-8	1.7	-5	6

Looked up above.
Value for `CCOC(=O)c1cc(C(=O)OCC)cc(-n2cc(O)c(C(=O)OCC)n2)c1` under V-ATPase pH: -2
Value for `COc1cccc(C(=O)COc2ccc(NC(=O)c3cccs3)cc2)c1` under RTF Ca sens inh: 0
Value for `COc1ccc(OC)c(Cc2nnc(CCC(=O)NC3CCCCCCC3)o2)c1` under HTR5A ag: 5
Value for `CCC(C)NC(=O)CSc1nnc(-c2cc(-c3ccc(C)cc3)nc3ccccc23)n1N` (configuration not stated) under cardiac RTF act: -1
Value for `CC(C)NC(=O)COC(=O)C1CSC2(c3ccc(Br)cc3)CCC(=O)N12` (configuration not stated) under RTF Ca sens inh: -2
Value for `Clc1ccc(CSCCc2ccncc2)cc1` under CAL PDZ FP: -5

The order is random; about 2.8% have a hit in one of these screens.
